HT1080 IDH1KD tx: qHTS for induction of synthetic lethality in tumor cells producing 2HG: qHTS for the HT-1080-IDH1KD cell line | HT-1080 IDH1 knockdown viability, ATP luminescence, 48 h | Potency, µM (doses to about 46.1 µM), without a hit: top-dose activity, negative = toxicity, actives largely listed as cytotoxic | 360,000 compounds, 2% hits | AID 686971, 2013;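 note: potency is the fitted concentration of half-maximal effect; 0% = DMSO wells and -100% = cell-free medium wells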
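CellTiter-Glo luminescence after 48 h compound exposure at 37 degrees C of IDH1-knockdown HT-1080 cells in 5% FBS RPMI. %Activity scaled between DMSO wells and cell-free media wells, with curves fitted and assigned curve classes.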
S2 tox: Viability Counterscreen for Primary qHTS for Inhibitors of ATXN expression; 400,000 compounds, 0.49% hits; S2 cells (HEK-293 line with an ATXN2-luciferase reporter) viability, CellTiter-Fluor protease fluorescence, 24 h; Potency, µM (titrated, usually from 56.7 µM), hits mostly cytotoxic; note: potency is the fitted concentration of half-maximal effect; nearly all actives have a fitted effect of over 40% in size
HepG2 tox: qHTS for Inhibitors of TGF-b: Cytotox Counterscreen. HepG2 CAGA-GFP viability, ATP luminescence, 18 h. Potency, µM (top dose mostly 46.1 µM), for inactives: at the top dose activity change, negative = cytotoxicity, usual class: cytotoxic. 410,000 compounds, 0.76% hits; note: potency is the fitted concentration of half-maximal effect; some results filed as inactive show a strong effect at the top dose
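HepG2 CAGA-GFP cells (1000/well, DMEM with 1% FBS) received compound, then TGF-beta at 500 pg/mL final, and were incubated 18 hours at 37 degrees C. Viability was read by CellTiter-Glo luminescence. Media-only wells were set as complete cell-killing and DMSO as no toxicity.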
KB-3-1 cytotox: qHTS assay for MDR1-selective chemotherapeutics: Primary screen using the parental adenocarcinoma cell KB-3-1; Potency, µM (titrated, usually from 46.1 µM), without a hit: at the highest dose activity change, negative = cytotoxic, hits mostly cytotoxic; KB-3-1 viability, CellTiter-Glo ATP luminescence, 72 h; 400,000 compounds, 1.4% hits; note: potency is the fitted concentration of half-maximal effect; % is set by controls: 0 for no effect and ±100 for the full control effect; nearly all actives have a fitted effect of over 60% in size
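Screening of KB-3-1 cells (DMEM, 10% FBS, phenol-red free) ran from lowest to highest compound concentration; after 72 h at 37 °C viability was read luminescently and curves fitted.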
HT1080-NT tox: qHTS for induction of synthetic lethality in tumor cells producing 2HG: qHTS for the HT-1080-NT fibrosarcoma cell line | AID 686970, 2013 | Potency, µM (highest dose often 46.1 µM), for the others: top-dose activity, negative = less viability, usual class: cytotoxic | 360,000 compounds, 1.6% hits | HT-1080-NT fibrosarcoma viability, CellTiter-Glo ATP luminescence, 48 h;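 note: NT is the 2HG producing partner of a matched IDH1 knockdown line; potency is the fitted concentration of half-maximal effect; 0% = DMSO-treated cells and -100% = media-only wells without cells; nearly all actives have a fitted effect of over 55% in size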
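Read-out is CellTiter-Glo luminescence after 10 minutes at room temperature, following 48 hours' compound treatment of HT-1080-NT cells (750 cells/well, RPMI, 5% FBS, 37 degrees C).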
SW480 rerep: A quantitative high throughput screen for small molecules that induce DNA re-replication in SW480 colon adenocarcinoma cells. 340,000 compounds, 1.8% hits. Potency, µM (highest dose often 46.1 µM), for the others: top-dose re-replication activation, most hits filed as activators. SW480 DNA re-replication, Hoechst DNA content imaging, 48 h; note: potency is the fitted concentration of half-maximal effect; % of control where 0% means no effect; nearly all actives have a fitted effect of over 55% in size
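Cells (250 per well) received 23 nL compound or DMSO by pin tool and were kept 48 hr at 37 C, 5% CO2. Nuclei were then stained with Hoechst for 40 min and scanned for DNA content.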
MCF10A rerep: A quantitative high throughput screen for small molecules that induce DNA re-replication in MCF 10a normal breast cells; MCF 10A DNA re-replication, Hoechst nuclear intensity, 48 h; Potency, µM (highest dose often 46.1 µM), without a hit: at the highest dose activity, positive = re-replication, usual class: activators; 350,000 compounds, 2.9% hits; AID 624296, 2012; note: potency is the fitted concentration of half-maximal effect; % of control where 0% means no effect; nearly all actives have a fitted effect of over 50% in size
IL1B secr inh: qHTS for Inhibitors of Inflammasome Signaling: IL-1-beta AlphaLISA Primary Screen; THP-1 LPS/ATP IL-1B secretion, AlphaLISA, 16 h; stronger effect = lower value; activity change, % at 57.5 µM; 360,000 compounds, 4.7% hits; in the data active = activity change below about -50%; inconclusive = mostly about -30% to -49%; note: % is set by controls: 0 for no effect and ±100 for the full control effect
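Secreted IL-1B measured by AlphaLISA bead assay after 16 h compound exposure of THP-1 cells; compounds (final up to 57.5 uM) added 1 h before LPS (250 ng/mL) and ATP (1.25 mM) stimulation; lower signal means less secretion.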
ATXN2 expr inh: Primary qHTS for Inhibitors of ATXN expression; HEK-293 ATXN2-luciferase reporter, luminescence, 24 h; Potency, µM (series often up to 57 µM), without a hit: at the highest dose activity change, negative = inhibition, hits mostly inhibitors; 360,000 compounds, 0.72% hits; AID 1745845, 2022; note: potency is the fitted concentration of half-maximal effect; % is set by controls: 0 for no effect and ±100 for the full control effect; nearly all actives have a fitted effect of over 55% in size
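ATXN2-luciferase reporter cells (luciferase flanked by upstream and downstream ATXN2 gene portions) were treated 24 h at 37 °C with compounds at up to 57 uM. SteadyGlo luminescence gave expression; GF-AFC fluorescence gave viability.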
* marks the source's active call; other numbers are inactive results; i = inactive; ? = inconclusive; · = not tested or not shown; [ ] = another dose, or the depositor's remark. Unless noted, calls come from the whole dose curve; as a rule, active = well fitted curve in the direction sought with a large enough effect; inconclusive = small, poorly fitted or top-dose-only effect, or another doubt; inactive = no such curve, though single readings can be large; an effect the other way counts as inactive or inconclusive.

SMILES	HT1080 IDH1KD tx	S2 tox	HepG2 tox	KB-3-1 cytotox	HT1080-NT tox	SW480 rerep	MCF10A rerep	IL1B secr inh	ATXN2 expr inh
Cc1cc(C)cc(Oc2nc3c(C)cccn3c(=O)c2/C=C(\C#N)C(=O)NC2CCS(=O)(=O)C2)c1 (configuration not stated)	-11.0%	?	-34.4%	?	-3.6%	?	?	-109.4*	1.9%
CN(C)S(=O)(=O)c1cccc(C(=O)Nc2cc(S(=O)(=O)N3CCOCC3)ccc2N2CCCC2)c1	-0.1%	i	-3.0%	-0.5%	2.1%	3.1%	-4.0%	?	10.4%
CCc1ccccc1NC(=O)C1CCCN1C(=O)NCc1ccccc1 (configuration not stated)	6.3%	i	3.0%	-5.7%	-1.8%	-3.7%	3.0%	14.1	-1.0%
CCC(OC(=O)C(C)N1C(=O)C(=O)c2ccccc21)C(=O)Nc1ccccc1OC (configuration not stated)	-4.9%	i	-4.5%	?	-15.3%	7.1%	?	13.7	9.2%
COc1ccc(CCN(C)C(=O)CSc2nccn2C)cc1OC	1.6%	i	-1.7%	-5.6%	-1.8%	-5.3%	-1.4%	-8.0	0.6%
CC(=O)N1CCc2cc(S(=O)(=O)CCC(=O)O)ccc21	20.5%	i	-0.1%	11.1%	12.3%	-3.0%	-2.6%	19.5	-3.0%
CSCCC1NC(=S)N(Cc2ccccc2)C1=O (configuration not stated)	-6.8%	i	-22.7%	-27.1%	-8.2%	-10.6%	0.3%	34.1	?
COc1ccc(-c2c(-c3ccsc3)oc3ccc(N4CCOCC4)cc23)cn1	4.0%	i	-16.9%	-18.9%	0.0%	3.7%	18.4µM*	-11.2	12.0%
O=S1(=O)c2ccccc2N(Cc2ccc(Cl)cc2F)c2ccccc21	·	i	-26.3%	-4.4%	·	·	·	·	-2.3%
O=[N+]([O-])c1cccc(COc2ccccc2CN2CCCCC2)c1	-4.4%	?	-5.1%	15.3%	-0.3%	12.3%[9.22 µM]	1.7%	-19.8	-6.2%
O=C(NCCc1ccccc1)c1ccc(CSc2nc3ccncc3n2Cc2ccc(F)cc2)cc1	·	?	-27.8%	-0.8%	·	·	·	·	-20.1%
O=C(Nc1ccn(C2CCC(CO)O2)c(=O)n1)c1ccccc1 (configuration not stated)	?	i	16.9%	16.1%	16.2%	·	·	-12.6	16.1%
COc1ccc(-c2nn(-c3ccccc3)cc2/C=C(\C#N)C(N)=O)cc1[N+](=O)[O-]	-5.9%	i	-11.2%	-9.3%	3.1%	1.1%	3.7%	-2.0	16.0%
CCc1ccc(NC(=O)C(C)OC(=O)c2ccc(-n3cnnn3)cc2)cc1 (configuration not stated)	9.6%	i	1.0%	1.5%	11.4%	-114.3%[inhibitor]	4.7%	-12.3	6.1%
CCCc1nc2cc(C)c(Br)c(C)n2c1Cc1ccsc1	-29.0%	i	·	-5.2%	?	·	·	46.8	15.2%
C[C@]12CC[C@H](O)CC1=CCC1C2CC[C@@]2(C)C1CC[C@@H]2NC(=O)[C@@H](N)CO (some centres not stated)	?	i	-0.7%	-0.1%	-13.9%	19.1%	?	64.9	-1.4%
COc1ccc(N2CC(C(=O)N[C@@H](C)C(=O)N3CCCCC3)CC2=O)cc1 (some centres not stated)	-21.5%	i	7.6%	-0.5%	14.7%	-8.3%	8.5%	8.7	16.9%
Cc1cc(Cl)ccc1OCCCC(=O)NCCCn1ccnc1	0.9%	i	-30.6%	-0.5%	3.7%	-33.4%[inhibitor]	10.6%	-5.1	15.4%
CCNC(=S)N/N=C/c1cccc(OCc2c(F)cccc2Cl)c1	-14.7%	i	-26.4%	?	-15.7%	1.5%	?	0.0	-5.9%
Cc1ccc(OCC(=O)Nc2nc(C)c(Cl)cc2Cl)c([N+](=O)[O-])n1	14.2%	i	-20.2%	-0.2%	0.4%	-6.8%	3.0%	-0.5	·
O=C(O)CCCC(=O)Nc1cccc(C(F)(F)F)c1	-4.5%	i	-39.5%	12.5%	9.0%	-18.0%	3.0%[9.22 µM]	23.7	0.0%
C[C@H](CO)N1C[C@H](C)[C@@H](CN(C)S(=O)(=O)c2ccccc2)Oc2c(NC(=O)c3ccncc3)cccc2C1=O	9.4%	i	-5.7%	4.2%	-0.6%	?	15.2%	-9.7	5.6%
COc1cccc(-c2cc(C(=O)Nc3cc(OC)c(OC)c(OC)c3)no2)c1	?	i	-21.1%	?	?	?	3.66µM*	-26.5	-38.3%
Cc1nc(C)c(C(=O)Nc2nc3c(C)cccc3s2)o1	2.4%	i	-13.8%	1.8%	5.6%	0.3%	1.8%	25.7	-4.3%
O=C(CSc1cccc[n+]1[O-])N1CCc2ccccc21	-0.5%	i	-5.4%	13.6%	-1.1%	-4.5%	-6.8%	16.5	3.8%
CCC(=O)c1ccc(OCC(=O)N(CC)CC(=O)Nc2ccccc2OC)cc1	11.2%	i	7.4%	4.4%	-1.2%	-8.1%	-6.5%	22.9	-0.4%
O=C(O)c1ccc(NCc2ccc3c(c2)OCO3)cc1	15.7%	i	5.3%	-5.7%	7.5%	0.7%	-2.6%	2.9	4.5%
Clc1ccc(-n2ncc3c(NCc4cccnc4)ncnc32)cc1Cl	1.3%	i	3.8%	-3.8%	0.7%	2.2%	-31.2%	23.8	20.2%
CCN(CC)S(=O)(=O)c1cc(C(=O)NC2CCCCC2)ccc1C	-1.5%	i	-15.9%	-28.2%	0.5%	-2.4%	14.7%	2.8	61.7%[activator]
COc1ccc(-c2nc(CN3CCCCC3CCc3ccccn3)c(C)o2)cc1 (configuration not stated)	-12.1%	i	-8.5%	?	-12.0%	0.6%	?	14.5	-8.5%
O=C1CC(C(=O)O)C(c2ccccc2)c2ccccc21 (configuration not stated)	0.3%	i	-2.1%	-1.0%	-5.0%	-7.2%	-0.3%	17.5	3.2%
Cc1ccc(NS(=O)(=O)c2cc(C(=O)N3CCc4ccccc4C3)ccc2Cl)cc1	-24.5%	i	0.4%	-12.0%	?	?	?	-1.6	-19.4%
CC1(C)CC(=O)C=C(c2ccc(-c3cccc(C(N)=O)c3)cc2)C1=O	-5.1%	?	-25.8%	4.2%	-0.8%	·	·	-7.5	7.1%
Cc1ccc(Nc2nc(-c3ccccc3)c(CC(=O)O)s2)cc1	-27.6%	·	-17.0%	4.5%	?	-1.6%	25.5%	?	19.8%
O=C(CCCN1C(=O)c2ccccc2C1=O)NCC1CCCO1 (configuration not stated)	7.3%	i	4.6%	1.1%	-3.6%	-5.6%	-1.8%	-5.4	1.5%
CCOC(=O)N1CCN(C(=O)CSCC(=O)N=c2sc3ccccc3n2C)CC1	8.0%	i	-1.2%	-0.6%	12.4%	-0.1%	-11.6%	-17.9	-34.0%
Cc1ccc2c(C)c(C(=O)Nc3nnc(C)s3)oc2c1	7.8%	i	-16.5%	11.3%	17.3%	0.3%	0.6%	41.2	5.4%
CNC(=O)Cn1c(C)cc(=O)c2cccc(OC)c21	-1.2%	i	-1.3%	-3.8%	3.5%	-15.5%	0.3%	7.5	-4.5%
Cc1cc(NC(=O)CCC(=O)N(CC(=O)NCC2CCCO2)c2ccc3c(c2)OCCO3)no1 (configuration not stated)	7.1%	i	6.0%	7.4%	8.4%	-6.5%	4.1%	5.7	-4.9%
O=[N+]([O-])c1ccccc1OCCOc1ccccc1[N+](=O)[O-]	11.8%	i	30.3%	3.8%	21.2%	-2.5%	0.4%	-2.4	31.1%
C[C@H](NC(=O)CCC1CCC(=O)N1)c1ccccc1 (some centres not stated)	·	i	0.1%	-12.5%	·	-2.8%	-4.0%	·	-14.8%
COc1ccc(NC(=O)COc2ccc(C(=O)c3ccc(F)cc3)cc2)cc1S(N)(=O)=O	-1.4%	i	-33.7%	0.6%	-28.0%	-13.0%	-0.1%	?	-16.4%
Cc1cccc(NC(=S)Nc2c(C)n(C)n(-c3ccccc3)c2=O)c1C	-2.6%	i	-0.1%	2.0%	0.4%	-4.5%	0.0%	i	-0.9%
N#Cc1c(NC(=O)CSc2nnc(-c3ccccc3O)n2-c2ccccc2)sc2c1CCCC2	11.5%	i	9.7%	-0.7%	2.7%	-1.1%	0.8%	-13.1	-12.9%
CC(C)N1CCN(Cc2ccc(OC3CCCC3)cc2)CC1CCO (configuration not stated)	5.5%	?	-28.9%	8.8%	-13.9%	3.1%	4.61µM*	10.1	-28.1%
Cc1ccn2cc(-c3ccc(NC(=O)c4ccco4)cc3)nc2c1	-2.9%	?	-38.2%	11.0%	3.5%	?	?	-91.7*	9.1%
O=C(CCS(=O)(=O)c1cccs1)Nc1ccc(C(=O)NCc2cccs2)cc1	-7.9%	i	12.2%	-8.1%	2.5%	-0.3%	-21.9%	0.0	31.4%
CCc1ccc(NC(=S)/N=C(\N)Nc2nc(C)c3cc(CC)ccc3n2)cc1	10.3µM*	?	-4.4%	?	?	4.61µM*	?	-63.9*	-24.8%

Sorted by the number under IL1B secr inh (low to high): some entries from above.
canonical_smiles	SW480 rerep	IL1B secr inh
Cc1ccn2cc(-c3ccc(NC(=O)c4ccco4)cc3)nc2c1	?	-91.7*
CCc1ccc(NC(=S)/N=C(\N)Nc2nc(C)c3cc(CC)ccc3n2)cc1	4.61µM*	-63.9*
CNC(=O)Cn1c(C)cc(=O)c2cccc(OC)c21	-15.5%	7.5

Bioassay records as filed in PubChem BioAssay.
